# Screening results from PubChem BioAssay.
# aDG glyco up – increases alpha dystroglycan glycosylation; activation, % at 10 µM; Pro5-aDG cells, alpha-DG glycosylation AlphaScreen (IIH6); 0% Pro5, 100% B10-LARGE cell signal; 360,000 tested, 0.22% active; AID 624168;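 active = activation of at least 8% versus controls, or a plate z-score of at least 8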;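 note: Pro5 are CHO cells carrying HIG-tagged alpha-DG that lacks glycosylation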
# Granule exo inh – lytic granule exocytosis inhibition; TALL-104 LAMP-1 surface exposure, flow cytometry; cells stimulated with thapsigargin and PMA; inhibition, % at 10 µM; 360,000 tested, 0.66% active; AID 651702;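 active = inhibition above about 55%, limit read from the data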
# CaV13 FRET inh – Primary screen for inhibitors of IQ motif and Ca2+-dependent inactivation inhibitor domain binding in CACNA1D, Förster resonance energy transfer in living cells, …; HEK cells, CFP/YFP FRET ICDI-IQ, plate reader, 10 min; percent FRET-ratio fall versus neutral wells; inhibition, % at 12.3 µM; 340,000 tested, 0.098% active;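 active = mean replicate inhibition of at least 30% and at least 1% of replicates passing that level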;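 note: 0% = median of the neutral control wells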
# Peg3 prom inh – inhibitors of Peg3 promoter. HeLa PEG-Prom luciferase reporter, luminescence, overnight. inhibition, % at 20 µM. 360,000 tested, 1.7% active. AID 588405;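 active = inhibition of at least 50% at 20 µM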
# TRPM1 prom inh – inhibitors of MITF-driven TRPM1 promoter in melanoma cells; SK-MEL-5 TRPM1 promoter luciferase, 24 h; inhibition, % at 12.5 µM; 330,000 tested, 0.83% active;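 active = mean inhibition across replicates of 60% or more, whatever share of single replicates reaches that level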; note: values of inactives mirror those of a sister screen read the other way
# NR2E3 ag-1 – agonists of human NR2E3 nuclear receptor; CHO-S Gal4-NCOR/VP16-NR2E3 two-hybrid, luciferase; Q9Y5X4; 360,000 tested, 0.35% active; AID 602229; inhibition of corepressor binding, % at 3.98 µM;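 active = inhibition above the mean of all tested compounds plus 3 SD, cut at about 70% in these data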;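 note: 0% = DMSO with NR2E3 transfected cells and 100% = cells lacking NR2E3 construct; higher means lower luciferase signal from less NR2E3 corepressor binding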
# Target sequence (Q9Y5X4 whole entry, looked up, the tested form may be a part): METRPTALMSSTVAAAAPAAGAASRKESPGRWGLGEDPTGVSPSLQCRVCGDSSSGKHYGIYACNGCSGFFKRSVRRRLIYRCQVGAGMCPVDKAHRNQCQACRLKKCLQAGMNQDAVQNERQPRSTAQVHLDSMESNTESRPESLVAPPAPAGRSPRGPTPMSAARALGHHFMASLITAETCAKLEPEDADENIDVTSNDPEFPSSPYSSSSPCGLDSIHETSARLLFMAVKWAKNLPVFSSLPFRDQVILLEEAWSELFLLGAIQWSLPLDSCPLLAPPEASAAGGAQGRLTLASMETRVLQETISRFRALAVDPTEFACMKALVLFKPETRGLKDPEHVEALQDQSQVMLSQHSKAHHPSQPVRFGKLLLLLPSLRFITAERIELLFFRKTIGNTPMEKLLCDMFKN
# NR2E3 ag-2 – NR2E3 (human) agonism; 320,000 tested, 0.12% active; GST-NR2E3/biotin-RetCOR TR-FRET, 1536-well; AID 2300; inhibition of corepressor binding, % at 4.78 µM; Q9Y5X4;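 active = percent inhibition above the cutoff of mean plus 3 SD of all tested compounds, set per screening campaign, cut at about 20% in these data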;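 note: 0% = DMSO wells and 100% = biotin wells as full block of FRET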
#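 Material: NR2E3–RetCOR corepressor complex | Quantity: 1.35 nM GST-tagged NR2E3 final | Schedule: 5 h at 4 °C | Replication: Singlicate compound wells | Reagent: RetCOR corepressor, biotinylated, 7 nM | Controls: Biotin wells as high control, 0.6% DMSO wells as low control | Signal: TR-FRET, Eu(K)-anti-GST donor, streptavidin-D2 acceptor, ex 340, em 617/671 nm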
# HIF-2a inh – inhibitors of HIF-2a | AID 624352 | 786-0 RCC cells HIF-2a reporter, luciferase luminescence, overnight | 360,000 tested, 0.72% active | inhibition, % at 18.8 µM;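 active = inhibition of the luminescence signal of 40% or more relative to plate controls, in a single-dose primary screen at 18.75 µM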
# PDI inh – PDI (human) enzyme inhibition. PDI insulin aggregation turbidity, A650, 90 min. inhibition, % at 10 µM. 350,000 tested, 0.052% active. AID 588391;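 active = mean inhibition across replicates of 30% or more, whatever share of single replicates reach that level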;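 note: absorbance from insulin aggregation driven by PDI reduction with DTT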
# Target sequence (P07237 whole entry, looked up): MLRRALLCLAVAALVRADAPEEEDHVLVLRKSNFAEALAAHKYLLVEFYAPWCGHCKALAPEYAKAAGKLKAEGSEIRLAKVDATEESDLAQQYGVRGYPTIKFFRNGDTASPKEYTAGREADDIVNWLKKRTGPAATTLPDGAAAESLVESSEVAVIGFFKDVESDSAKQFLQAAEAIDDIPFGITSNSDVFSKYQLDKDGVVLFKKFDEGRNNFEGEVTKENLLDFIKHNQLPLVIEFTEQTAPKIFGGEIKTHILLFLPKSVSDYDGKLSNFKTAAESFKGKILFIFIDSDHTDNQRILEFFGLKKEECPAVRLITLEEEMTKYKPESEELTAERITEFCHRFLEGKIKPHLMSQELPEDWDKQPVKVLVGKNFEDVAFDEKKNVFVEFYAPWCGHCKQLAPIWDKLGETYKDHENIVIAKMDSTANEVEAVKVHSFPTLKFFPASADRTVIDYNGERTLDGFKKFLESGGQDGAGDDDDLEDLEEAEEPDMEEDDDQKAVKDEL
# Vif inh – inhibitors of HIV Vif; 340,000 tested, 0.35% active; inhibition, % at 7.49 µM; HEK293T cells, Vif self-association by quenched fluorescence, imaging, 24 h; in the data active = inhibition above about 50%, passing the limit was not always enough; note: some results filed as inactive read as strong as hits
# iPSC survival up – hiPSC single-cell survival enhancement; survival enhancement, % at 20 µM; 360,000 tested, 0.044% active; ATPlite luminescence; 100% = ROCK inhibitor wells, 0% = DMSO; in the data active = survival enhancement above about 18%;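 note: cells exposed to compounds for 16 hours before the ATP read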
# The depositor's hits bear a star; . = not tested or not shown. Rows are unselected. About 3.5% of those tested had a hit in this group.
SMILES,aDG glyco up,Granule exo inh,CaV13 FRET inh,Peg3 prom inh,TRPM1 prom inh,NR2E3 ag-1,NR2E3 ag-2,HIF-2a inh,PDI inh,Vif inh,iPSC survival up
Cc1cccn2c(=O)c(/C=C(\C#N)C(=O)NC3CCS(=O)(=O)C3)c(Oc3ccccc3Cl)nc12 (configuration not stated),-0.1,-2,-3,19,45,-3,4,28,-1,-2,-0.1
O=C(O)[C@H]1CCCC[C@H]1C(=O)Nc1ccc(S(=O)(=O)N2CCOCC2)cc1,0.0,-16,-7,23,5,-17,4,9,-6,0,-0.6
CC(NC(=O)CSc1nc(=O)cc(N)n1-c1ccccc1)c1ccccc1 (configuration not stated),0.1,3,-4,-2,-3,3,-1,11,3,1,3.9
COC(=O)c1cc(S(=O)(=O)NCC2CCN(Cc3ccc(Cl)cc3)CC2)c[nH]1,0.1,-1,-6,0,3,-17,4,4,-12,1,0.0
CN(CC(=O)Nc1ccccc1Cl)C(=O)Cn1cnc2ccccc2c1=O,0.1,2,-8,14,-3,-1,.,15,-1,-3,-0.5
COC(=O)c1ccccc1OC(=O)c1ccc(Br)o1,0.0,1,-5,4,17,-8,-2,8,-6,6,1.5
C[C@H]1C=C(C(=O)O)O[C@@H](OCc2ccc(CO)cc2)C1,-0.2,-5,-5,-11,4,-29,1,3,-1,29,0.5
O=C(Nc1ccc2c(c1)C(=O)N(c1ccccc1)C2=O)c1cccs1,-0.2,-11,-4,19,-11,-9,3,-3,-1,5,-2.3
COc1ccc(/C=C/C(=O)OCC(=O)N2CCCCCC2)cc1OC,0.1,-1,-6,-16,10,-10,.,-7,13,-3,0.6
N/C(=N\NC(=O)c1sccc1OCc1ccc(Cl)cc1Cl)c1ccccn1,1.2,-3,-6,30,20,-3,-2,-9,-6,-2,-2.6
CC(C)C(NC(=O)c1c(F)cccc1F)C(=O)N1CCN(S(=O)(=O)c2ccc(F)cc2)CC1 (configuration not stated),-0.2,-5,-6,9,-1,7,3,7,16,-2,0.1
O=C1CCCc2nc3c(cc21)C(O)Oc1c-3ccc2ccccc12 (configuration not stated),0.1,0,-43,-280,-81,-64,2,-167,6,-7,0.3
COc1ccc(N(CC(=O)NC2CCCC2)C(=O)Cn2nnc(-c3ccc(F)cc3)n2)cc1,-0.2,0,-4,19,5,-11,6,12,15,-10,0.1
O=C(Cn1c(-c2ccccn2)nc2ccccc21)N/N=C/c1ccccn1,0.6,14,-1,13,1,0,-1,17,-15,.,0.2
COCc1cc(NCc2ccc(Cl)cc2)nc(C)n1,-0.1,-15,-2,22,7,-13,-4,29,1,2,0.3

# Entries from the list above that contain an aryl methoxy group:
SMILES,aDG glyco up,Granule exo inh,CaV13 FRET inh,Peg3 prom inh,TRPM1 prom inh,NR2E3 ag-1,NR2E3 ag-2,HIF-2a inh,PDI inh,Vif inh,iPSC survival up
COc1ccc(/C=C/C(=O)OCC(=O)N2CCCCCC2)cc1OC,0.1,-1,-6,-16,10,-10,.,-7,13,-3,0.6
COc1ccc(N(CC(=O)NC2CCCC2)C(=O)Cn2nnc(-c3ccc(F)cc3)n2)cc1,-0.2,0,-4,19,5,-11,6,12,15,-10,0.1

# Rewritten with each value named: 4 of the compounds above
> COC(=O)c1ccccc1OC(=O)c1ccc(Br)o1
- aDG glyco up: 0.0
- Granule exo inh: 1
- CaV13 FRET inh: -5
- Peg3 prom inh: 4
- TRPM1 prom inh: 17
- NR2E3 ag-1: -8
- NR2E3 ag-2: -2
- HIF-2a inh: 8
- PDI inh: -6
- Vif inh: 6
- iPSC survival up: 1.5

> C[C@H]1C=C(C(=O)O)O[C@@H](OCc2ccc(CO)cc2)C1
- aDG glyco up: -0.2
- Granule exo inh: -5
- CaV13 FRET inh: -5
- Peg3 prom inh: -11
- TRPM1 prom inh: 4
- NR2E3 ag-1: -29
- NR2E3 ag-2: 1
- HIF-2a inh: 3
- PDI inh: -1
- Vif inh: 29
- iPSC survival up: 0.5

> O=C(Nc1ccc2c(c1)C(=O)N(c1ccccc1)C2=O)c1cccs1
- aDG glyco up: -0.2
- Granule exo inh: -11
- CaV13 FRET inh: -4
- Peg3 prom inh: 19
- TRPM1 prom inh: -11
- NR2E3 ag-1: -9
- NR2E3 ag-2: 3
- HIF-2a inh: -3
- PDI inh: -1
- Vif inh: 5
- iPSC survival up: -2.3

> COc1ccc(/C=C/C(=O)OCC(=O)N2CCCCCC2)cc1OC
- aDG glyco up: 0.1
- Granule exo inh: -1
- CaV13 FRET inh: -6
- Peg3 prom inh: -16
- TRPM1 prom inh: 10
- NR2E3 ag-1: -10
- NR2E3 ag-2: .
- HIF-2a inh: -7
- PDI inh: 13
- Vif inh: -3
- iPSC survival up: 0.6

# The listing continues.
SMILES,aDG glyco up,Granule exo inh,CaV13 FRET inh,Peg3 prom inh,TRPM1 prom inh,NR2E3 ag-1,NR2E3 ag-2,HIF-2a inh,PDI inh,Vif inh,iPSC survival up
CN(C)S(=O)(=O)c1cccc(NS(=O)(=O)c2ccc(Cl)s2)c1,-0.2,-16,-4,0,-4,13,0,7,2,4,2.8
C/C(Cc1ccccc1)=N\NC(=O)CCCCCC(=O)N/N=C(\C)Cc1ccccc1,-0.3,1,.,1,-2,-4,1,14,-2,6,-0.4
O=C(COC(=O)c1ccccn1)NC12CC3CC(CC(C3)C1)C2,0.2,-1,-4,0,1,-13,-6,10,-10,19,-1.7
c1ccc(OCCNc2ccn3nc(-c4cccs4)cc3n2)cc1,0.0,-9,-5,-193,.,-39,.,-318,19,-4,-0.3
O=C(Nc1ccc(F)c(F)c1)C1CCCCC1,0.0,1,-6,-2,-3,10,2,-6,-5,-2,0.6
CCc1nnc(NC(=O)c2cccnc2)s1,0.0,9,1,-12,-2,-27,2,-15,2,.,-0.2
O=C(Nc1ccc(S(=O)(=O)Nc2ccccn2)cc1)c1ccccc1,-0.1,-18,-6,18,1,23,2,19,0,-6,1.5
CCCSc1oc(-c2ccco2)nc1S(=O)(=O)c1ccc(C)cc1,0.1,29,-4,28,-2,11,-4,9,-3,-8,-0.4
COCCNc1nc(Oc2cccc(F)c2)c2sccc2n1,0.0,-2,-12,7,.,2,.,8,16,-2,-1.9
CC(=O)O[C@]1(C(C)=O)CC[C@H]2[C@@H]3C=C(Cl)C4=CC(=O)CC[C@]4(C)[C@H]3CC[C@@]21C,0.1,-1,-5,10,-4,19,-2,9,-2,-3,3.4
Cc1ccc(S(=O)(=O)N/N=C/c2ccccc2F)cc1[N+](=O)[O-],-0.1,5,-5,11,-3,5,2,8,5,-8,0.3
C/C(=N\NC(=O)c1cc(-c2ccccc2C)nc2ccccc12)c1cccnc1,0.1,3,-4,4,11,-15,.,12,-1,.,0.5
COC(=O)c1c(C)nc(C)c2c(=O)oc3ccccc3c12,0.9,0,-5,-44,-25,0,-1,-65,2,-6,-0.2
COC(CN(C(=O)CCl)C(C(=O)NC1CCCC(C)C1C)c1ccc(C)cc1)OC (configuration not stated),-0.2,-1,.,19,18,-16,-2,-6,1,-2,1.9
CC(C)(C)NC(=O)CSC(=Nc1ccc(F)cc1)NC#N,0.0,-1,-4,-12,-10,-74,2,-5,7,.,-3.7
O=C1OCCC1Sc1nnc(-c2cccc(Br)c2)o1 (configuration not stated),-0.3,1,-8,5,11,6,4,17,2,8,-1.4
CC(NC(=O)CCN1C(=O)c2ccccc2S1(=O)=O)c1ccccc1 (configuration not stated),-0.1,-4,-6,2,3,-37,-2,-5,6,1,0.0
CCN(CC)c1ccc(/C=C/c2cccc[n+]2C)c(OC)c1,0.5,-24,-155,48,68*,0,-9,-4,-3,.,-0.5
CC(=O)SC1CC(=O)N(c2ccc(C(C)(C)C)cc2)C1=O (configuration not stated),-0.1,7,-3,-7,-7,-14,1,-16,9,4,0.4
Cc1cc(C(=O)N/N=C/c2ccc(Br)o2)n[nH]1,0.1,-3,-3,-42,-24,2,-3,-62,-8,4,-0.3
CCCn1nc(CC(=O)OCC)c2ccccc2c1=O,-0.1,1,-3,1,-2,-15,2,5,-6,12,0.4
COc1ccc(CCn2c(=N)c(C(=O)NC3CCCC3)cc3c(=O)n4ccccc4nc32)cc1OC,0.0,3,-22,16,-8,-11,0,-24,-1,1,-0.7
Fc1ccccc1NC(=S)N(CCN1CCCCC1)Cc1ccco1,0.2,-1,-7,16,0,-17,4,7,-1,1,0.4
CCNc1ccc(S(=O)(=O)NCCN(C)C)cc1[N+](=O)[O-],0.1,-4,-6,5,7,-4,3,10,-3,-8,2.0
O=C(Nc1ccc2c(c1)OCO2)c1cc(C2CCCN(C(=O)CCc3ccccc3)C2)on1 (configuration not stated),-0.4,-3,-7,-202,.,-33,.,-213,-48,7,1.8
CC1(C)Cc2ccccc2C(/C(=N\Nc2cccc(Cl)c2)C(N)=O)=N1,-0.2,-2,-6,40,-2,-3,-2,22,-5,-4,-0.6
O=C(COc1ccccc1)NCC(=O)N/N=C/c1ccc(Cl)cc1,0.1,-16,.,2,1,-32,1,-1,5,0,-0.3
CC(=O)c1cccc(OCc2cc(C(=O)N3C[C@H]4CC[C@H]3C4)no2)c1,-0.4,2,-2,-376,-46,-64,3,-259,-1,-4,-0.4
CCCNC(=O)NC(=O)CSc1ncc(C(F)(F)F)cc1Cl,0.0,2,.,8,-2,4,4,-12,-1,0,-1.3
COc1ccc(OC)c(C2Nc3ccccc3NC3=C2C(=O)CC(C)(C)C3)c1 (configuration not stated),-0.2,-2,-6,8,-6,-15,0,6,14,-15,-0.3
O=C(CCS(=O)(=O)c1cc2c(cc1Cl)NC(=O)CO2)NCc1ccccc1,-0.1,-14,-2,4,0,-11,-4,10,10,3,-0.3
Nc1c(C(=O)NCC2CCCO2)c2nc3ccccc3nc2n1-c1ccccc1 (configuration not stated),-0.5,-11,3,49,-6,-8,4,15,7,-9,1.8
O=S(=O)(Nc1ccc(F)cc1)N1CCOCC1,-0.1,-14,-6,-6,12,-12,0,7,-19,10,-0.2
CCN(CC)S(=O)(=O)c1ccc(C)c(NC(=O)CSc2nc3ccccc3[nH]2)c1,0.5,3,-18,5,5,-5,1,25,-3,-7,-0.8
CC(C)C(NC(=O)c1ccco1)C(=O)OCC(=O)Nc1ccc(C(N)=O)cc1 (configuration not stated),-0.1,-1,-7,12,8,-12,1,14,-3,-11,-0.8
O=C(COC(=O)c1c[nH]c(=O)[nH]c1=O)Nc1ccccc1Br,0.0,-4,-17,10,1,-13,-1,12,1,4,-0.9
